PKM2 act = increases activity of human pyruvate kinase M2; P14618; purified PKM2, Kinase-Glo ATP luminescence, activation; response scale: 0% is enzyme alone, no compound; Potency, µM (series often up to 57.5 µM), for inactives: at the highest dose activation, usual class: activators; 260,000 compounds, 0.34% hits; AID 1631; further: potency means the concentration at half of the fitted maximal effect; on the % scale 0 is the no-effect control and ±100 the full control effect; nearly all actives have a fitted effect of over 55% in size
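Purified hPK-M2 (>95% pure) converted ADP (0.1 mM final) to ATP with 0.5 mM PEP in 50 mM imidazole pH7.2, KCl, MgCl2, Tween 20, BSA; 1 h at room temperature. ATP detected by Kinase-Glo luminescence.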
KCNH2 3.1 inh = KCNH2 3.1 (human) potassium channel inhibition; U2OS KCNH2 3.1, thallium flux FluxOr; stronger effect = lower value; activity change, % (tested at about 1.8 µM); 340,000 compounds, 0.95% hits; AID 720553;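 active means maximum activity change below -70%; inconclusive means maximum activity change from -70% to -50%; inactive means maximum activity change above -50%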;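 further: thallium influx rate constant from kinetic fluorescence after stimulation buffer; on the % scale 0 is the no-effect control and ±100 the full control effect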
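Virally transduced U2OS (3.1 isoform, 4 h infection in dark at RT) → overnight 37 C → FluxOr + Red40 in HBSS/HEPES, 45 min → stimulation buffer, 2 min kinetic read → rate constant vs DMSO controls.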
Menin-MLL TR inh = menin-MLL binding inhibition, Texas Red mutant peptide. O00255. Menin + Texas Red MLL mutant peptide, fluorescence polarization. Potency, µM (top dose mostly 61.6 µM), inactives show at the highest dose FP activity change, negative = inhibition, most hits filed as inhibitors. 270,000 compounds, 0.23% hits; active means well fitted inhibition curve with a large enough effect in the polarisation, with a control signal flat, not every such curve was filed as active; inconclusive means small, poorly fitted or top-dose-only effect, or effect the other way, or a change in a side signal; inactive means no such curve, though single readings can be large or run the other way; the % refers to the polarisation; further: potency means the concentration at half of the fitted maximal effect; % of control where 0% means no effect; many of its hits are not listed in these tables
GALK inh = inhibitors of human galactokinase; Purified GALK, Kinase-Glo residual ATP luminescence; Potency, µM (titrated, usually from 57.5 µM), for inactives: at the highest dose activity change, negative = inhibition, actives largely listed as inhibitors; 270,000 compounds, 0.007% hits; P51570; further: potency means the concentration at half of the fitted maximal effect; on the % scale 0 is the no-effect control and ±100 the full control effect
Target sequence (P51570 whole entry, looked up): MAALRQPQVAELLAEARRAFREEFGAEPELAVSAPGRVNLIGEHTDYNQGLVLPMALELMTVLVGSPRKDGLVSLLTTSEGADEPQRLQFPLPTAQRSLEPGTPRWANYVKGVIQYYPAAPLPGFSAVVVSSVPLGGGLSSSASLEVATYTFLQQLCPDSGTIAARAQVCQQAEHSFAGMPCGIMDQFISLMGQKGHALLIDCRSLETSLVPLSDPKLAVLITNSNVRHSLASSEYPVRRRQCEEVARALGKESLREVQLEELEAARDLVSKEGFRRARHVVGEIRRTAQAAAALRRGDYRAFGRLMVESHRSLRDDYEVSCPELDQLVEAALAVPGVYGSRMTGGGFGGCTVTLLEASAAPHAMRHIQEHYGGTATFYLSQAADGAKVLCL
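Compounds were pin-transferred into ATP buffer (35 uM final), then GALK plus galactose (5 nM, 100 uM final) was added. After 1 h at room temperature, Kinase-Glo Plus was added and luminescence read after 10 min.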
USP2a block = blocks human ubiquitin-specific protease USP2a; O75604; USP2 core, Ub-CHOP2 coupled fluorogenic reporter, 485/531; Potency, µM (top dose mostly 38.3 µM), without a hit: at the top dose activity change, negative = inhibition, actives largely listed as inhibitors; 330,000 compounds, 0.01% hits; AID 463254;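 further: potency means the concentration at half of the fitted maximal effect; plate controls were DMSO wells for no effect and full inhibition by NEM control for full effect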
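USP2 core (10nM final) preincubated 30min RT with compound in 20mM Tris-HCl pH 8.0, 2mM CaCl2, 2mM beta-mercaptoethanol, 0.05% CHAPS; 25nM Ub-CHOP2 plus 25nM reporter substrate added, fluorescence (Ex485/Em531) read after 60min.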
FBPA coupling cs = counter-screen for Giardia aldolase inhibitors: coupling enzyme system; activity change, negative = inhibition, % at 58.2 µM, hits read low; AID 2472; coupling enzyme system counterscreen, AmpLite Red fluorescence; 290,000 compounds, 0.67% hits; in the data active means activity change below about -30%; further: on the % scale 0 is the no-effect control and ±100 the full control effect
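Counterscreen of the coupled detection system alone, without aldolase: glyceraldehyde-3-phosphate coupling enzymes plus AmpLite Red readout. Compounds at 57.5 uM final, 10 min RT preincubation, 20 min RT reaction, fluorescence 525/598 nm.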
TRPV1 agonist = activates the human vanilloid receptor TRPV1 | AID 540275 | 320,000 compounds, 0.19% hits | TRPV1-expressing cells, Fluo-8 calcium influx, agonist mode | activation, % at 8.33 µM | Q8NER1; in the data active means activation above about 80%; inconclusive means between about 30% and that limit; further: 0% is about no effect
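Fluo-8 calcium influx in TRPV1-expressing cells, kinetic read (ex 480/em 520 nm). Compound added and read 3 min for agonist activity, followed by capsaicin at EC20 final and 2 min further read for enhancement.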
B2AR arrestin = agonists driving beta-arrestin recruitment to human beta2-adrenergic receptor; P07550; beta-arrestin recruitment to beta2AR, cell-based reporter; Potency, µM (highest dose often 46.1 µM), for inactives: top-dose activation, usual class: activators; 330,000 compounds, 0.02% hits;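 further: potency means the concentration at half of the fitted maximal effect; 0% = DMSO controls and full agonism = EC100 isoproterenol or metaproterenol; nearly all actives have a fitted effect of over 65% in size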
Target sequence (P07550 whole entry, looked up): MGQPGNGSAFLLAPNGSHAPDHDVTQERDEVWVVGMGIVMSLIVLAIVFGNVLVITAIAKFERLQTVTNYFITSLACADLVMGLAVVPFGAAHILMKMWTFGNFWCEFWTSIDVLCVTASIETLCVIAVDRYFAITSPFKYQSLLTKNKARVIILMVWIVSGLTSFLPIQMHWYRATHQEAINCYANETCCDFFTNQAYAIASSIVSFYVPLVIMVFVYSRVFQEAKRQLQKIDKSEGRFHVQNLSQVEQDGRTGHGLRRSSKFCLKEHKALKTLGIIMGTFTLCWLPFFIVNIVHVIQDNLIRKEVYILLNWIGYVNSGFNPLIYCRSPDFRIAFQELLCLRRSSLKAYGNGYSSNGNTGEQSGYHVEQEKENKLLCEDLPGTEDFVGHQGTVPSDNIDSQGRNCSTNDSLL
Giardia killer = Giardia lamblia killing; Giardia lamblia trophozoite viability; activity change, % at 7.66 µM, hits read low; 340,000 compounds, 0.15% hits; AID 540267; in the data active means activity change below about -80%; inconclusive means between about -30% and that limit;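 further: parasites exposed to compound for two days anaerobically before the ATP read; on the % scale 0 is the no-effect control and ±100 the full control effect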
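Each well holds 100 Giardia trophozoites and compound. After two days (48 hrs) at 37 deg C in anaerobic conditions, ATP is quantified by luminescence.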
hERG WT inh = KCNH2 (human, wildtype) channel inhibition | Q12809 | U2OS, BacMam KCNH2, thallium flux FluxOr; stronger effect = lower value | activity change, % at 1.84 µM | 340,000 compounds, 0.37% hits | AID 720551;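 active means maximum activity change below -70%; inconclusive means maximum activity change between -70% and -50%; inactive means maximum activity change above -50%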; further: on the % scale 0 is the no-effect control and ±100 the full control effect
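U2OS cells were transduced with wild-type KCNH2 virus (2.03 x 10^8 / mL) for 4 h at room temperature, then cultured overnight at 37 C. Thallium flux was read with FluxOr dye. Rate constants were normalized to DMSO controls.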
CXXC DNA block = MLL CXXC-DNA interaction inhibition | MLL-CXXC / FITC-HOXA9 DNA fluorescence polarization | Potency, µM (doses to about 115 µM), for the others: top-dose activity change, negative = inhibition, most hits filed as inhibitors | AID 2662 | 290,000 compounds, 0.037% hits | Q03164; active means well fitted inhibition curve with a large enough effect in the polarisation, with a control signal flat, not every such curve was filed as active; inconclusive means small, poorly fitted or top-dose-only effect, or effect the other way, or a change in a side signal; inactive means no such curve, though single readings can be large or run the other way; the % refers to the polarisation; further: potency means the concentration at half of the fitted maximal effect
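Purified MLL-CXXC (added from a 7 uM solution) was preincubated 5 min at ambient with pinned compounds in 50 mM Tris-HCl pH 7.5, 50 mM NaCl, 1 mM DTT, 0.05% BSA. Fluorescein-labeled HOX-A9 DNA (50 nM solution) followed, 30 min, then polarization read.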
Active calls of the source: *; ? = inconclusive; . = no result given; [ ] = remark or other dose. Unless noted, the call rests on the fitted dose curve; in most records, active means well fitted curve in the direction sought with a large enough effect; inconclusive means small, poorly fitted or top-dose-only effect, or another doubt; inactive means no such curve, though single readings can be large; an effect the other way counts as inactive or inconclusive.

SMILES	PKM2 act	KCNH2 3.1 inh	Menin-MLL TR inh	GALK inh	USP2a block	FBPA coupling cs	TRPV1 agonist	B2AR arrestin	Giardia killer	hERG WT inh	CXXC DNA block
COCCN(CCOC)C(=O)C12CCC(C)(C(=O)C1)C2(C)C (stereo unspecified)	-2.9%	13.0	-11.5%	1.1%	-0.3%	3.2	-0.4	-0.3%	20.1	-22.8	1.6%
CCOC(=O)CNc1nc(OCC#N)nc(N2CCOCC2)n1	-2.1%	-3.8	0.0%	0.4%	-0.8%	1.6	2.2	0.2%	-11.3	10.9	-0.2%
COC(=O)CSc1ncnc2scc(-c3ccccc3)c12	17.4%	9.4	.	-1.9%	-5.6%	14.0	?	0.4%	4.7	-5.8	-4.1%
Cc1[nH]c2ccccc2c1C(=O)CCl	-0.2%	2.3	14.7%	4.0%	1.0%	0.6	1.0	0.2%	-22.8	0.5	79.6%[activator]
Cc1cc(F)ccc1NC(=O)Cn1c(C)csc1=O	.	-25.2	.	.	0.0%	.	-1.1	-1.0%	-19.5	-2.4	.
O=C(NCc1ccc2c(c1)OCO2)c1cc(COc2c(F)cccc2F)on1	7.1%	-1.7	2.1%	0.8%	-0.5%	-2.1	?	0.0%	-15.3	2.9	-2.0%
O=C(NC(NC(=S)N1CCOCC1)C(Cl)(Cl)Cl)c1cccc2ccccc12 (stereo unspecified)	0.6%	-17.5	13.8%	0.0%	6.8%	1.6	?	-1.1%	-1.8	-21.6	-1.2%
CCOC(=O)c1ccc(/C=C2\c3ccccc3C(=O)N2c2ccccc2)cc1F	.	31.0	.	.	-0.1%	.	.	-0.7%	63.4[activator]	7.7	.
COc1ccc(-c2noc(N3CCCC(C(=O)Nc4ccc(C(C)=O)cc4)C3)n2)cc1 (stereo unspecified)	.	-8.2	.	-8.4%	2.7%	.	28.3	-0.5%	-2.2	0.1	26.6%
CCCc1cc(=O)[nH]c(SCC)n1	-3.8%	1.0	.	-1.4%	0.0%	-3.6	.	-0.9%	9.9	0.2	-4.7%
COc1cccc(NC(=S)N2CCn3cccc3C2c2cccnc2)c1 (stereo unspecified)	3.0%	-6.0	-1.8%	0.3%	-9.3%	0.7	-5.4	4.3%	-13.8	-11.5	16.2%
O=C(COC(=O)Cc1c(Cl)cccc1Cl)Nc1ccccc1-c1ccccc1	-0.5%	-28.5	-8.2%	2.9%	-0.3%	-0.6	29.3	3.5%	-4.6	-9.4	0.6%
COc1ccc(C)cc1NC(=O)CCc1c(C)nn(-c2ccc(N3CCCCC3)nn2)c1C	-5.6%	5.9	-0.7%	0.7%	1.7%	3.8	-1.8	0.0%	18.1	-21.6	-1.5%
CN1CCN(CCCNC(=O)c2ccc(CS(=O)(=O)c3ccc(Br)cc3)o2)CC1	0.6%	15.9	5.0%	0.4%	0.2%	-1.9	2.3	0.2%	8.2	-3.4	0.5%
O=C(COC(=O)CCc1c[nH]c2ccccc12)NCCc1ccccc1	.	-4.4	.	.	-2.4%	.	14.1	0.8%	21.1	-0.3	.
CCc1noc(C)c1C(=O)OC(C)C(=O)c1c(C)[nH]c2ccccc12 (stereo unspecified)	.	-12.5	.	.	1.4%	.	15.2	-0.4%	3.4	10.9	.
O=C1OCc2nc3cc4c(cc3c(-c3ccc(F)cc3)c21)OCO4	.	-4.2	?	-2.5%	-3.4%	0.0	-1.6	-0.9%	-5.4	-7.7	?
O=C(CCn1c(=O)oc2ccccc21)Nc1cccc(Cl)c1	6.9%	-6.5	?	0.6%	3.1%	4.2	29.0	0.0%	8.7	-4.7	16.9%
COCCNC(=O)c1cc(-c2ccncc2)nc2ccc(S(=O)(=O)N3CCOCC3)cc12	3.0%	-9.7	1.6%	-1.1%	0.3%	1.5	1.8	0.3%	-22.1	.	2.0%
O=C(O)CCNC1C=CS(=O)(=O)C1 (stereo unspecified)	-2.4%	24.4	10.6%	6.9%	-1.4%	9.0	5.2	0.2%	8.9	5.2	-3.9%
O=C(NC1CC1)c1ccc(NS(=O)(=O)c2ccccc2)cc1	2.7%	0.4	-16.7%	-5.8%	-1.3%	1.6	4.6	-0.3%	19.0	-2.4	13.0%
Cc1csc(NC(=O)CSc2nccn2C)n1	-1.3%	-0.9	-6.4%	1.1%	-3.2%	1.0	0.4	-0.8%	27.1	-17.1	-0.8%
CCCC1c2ccc(C)n2CCN1C(=O)Nc1ccccc1Cl (stereo unspecified)	11.0%	-4.7	?	0.8%	10.1%	-4.7	1.0	-0.5%	-18.4	-7.4	-5.7%
CN(C)c1ccc(/C=c2/sc3n(c2=O)NC2(c4ccccc4)N(C)C(=O)N(C)C2(c2ccccc2)N=3)cc1 (stereo unspecified)	2.3%	.	-12.9%	.	5.6%	-1.2	3.3	-0.4%	.	.	5.9%
O=C(COC(=O)c1cccs1)NCC1CCCO1 (stereo unspecified)	-3.7%	11.7	6.0%	5.2%	2.3%	-1.5	0.5	-0.1%	-12.0	5.1	-1.0%
CCOc1ccc2ccccc2c1/C=N\NC(=O)c1ccc([N+](=O)[O-])cc1	-1.3%	-21.2	?	-2.2%	1.9%	-2.4	5.5	-0.2%	12.1	8.8	-3.5%
O=c1c2c(n3cnnc3n1C1CCCCC1)-c1ccccc1CC21CCCCC1	0.0%	6.6	-4.3%	-3.5%	2.8%	0.0	6.5	3.1%	3.2	8.1	-6.5%
CCCCNS(=O)(=O)CCNCc1ccc(OC)cc1	.	-1.4	.	.	-0.8%	.	.	-0.3%	-11.2	4.4	.
CCN(CC)S(=O)(=O)c1ccc(-c2nnc(SCC(=O)N3c4ccccc4CC3C)o2)cc1 (stereo unspecified)	-10.2%	15.4	-1.4%	-1.8%	0.3%	-2.9	-0.3	-0.2%	5.9	9.4	-3.7%
COc1ccc(OC(=O)c2cc3ccccc3o2)cc1	-13.0%	-1.3	4.8%	-1.0%	2.0%	2.5	1.9	0.1%	0.8	19.8	0.3%
COc1ccc2cc(C(C)C(=O)NC3CCC(O)CC3)ccc2c1 (stereo unspecified)	.	-11.7	-18.0%	1.8%	3.8%	-0.1	7.7	-0.4%	-12.4	-30.8	4.6%
Cc1ccc(NC(=O)CN(C)C(=O)Cc2c[nH]c3ccccc23)cc1	.	26.1	.	.	-0.3%	.	.	-0.2%	-20.8	-1.3	.
C=CCn1c(-c2cccc(Cl)c2)n[nH]c1=S	-1.6%	2.1	7.3%	-0.9%	1.2%	4.0	-2.9	0.1%	-16.2	0.9	4.3%
Nc1ccc(C(=O)NNC(=O)C2COc3ccccc3O2)cc1[N+](=O)[O-] (stereo unspecified)	.	9.3	.	.	0.2%	.	?	0.3%	-2.9	-7.4	.
COCCN(CCOC)C(=O)c1sc2nc(-c3ccccc3)cn2c1C	10.0%	-2.2	-23.8%	2.3%	-2.5%	1.4	-5.5	-2.0%	-14.0	-2.4	1.5%
CN(CC(=O)NC(=O)Nc1ccccc1F)Cc1ccccc1F	.	15.4	.	.	-1.2%	.	.	0.3%	9.2	1.7	.
CCOC(=O)C1(Cc2ccccc2)CCCN(Cc2cnn(CC)c2)C1 (stereo unspecified)	-33.6%	-0.3	-19.5%	-1.0%	2.8%	0.0	1.6	-0.2%	3.5	11.0	-3.0%
Cc1ccccc1C(=O)N1CC(=O)Nc2ccc(F)cc2C1c1ccccc1 (stereo unspecified)	.	14.6	-18.7%	1.4%	0.6%	-0.1	1.9	0.1%	11.4	-3.3	-0.9%
Cc1cccc(C(=O)Nc2ccc(S(=O)(=O)N3CCOCC3)cc2)c1[N+](=O)[O-]	5.4%	-0.9	35.1%[activator]	-3.3%	0.9%	-1.2	11.1	0.2%	-2.8	1.7	1.1%
O=C(NCCc1cccc(Cl)c1)c1cc([N+](=O)[O-])ccc1Cl	-6.0%	-17.5	?	1.9%	2.3%	-0.2	7.1	-0.6%	16.0	-3.6	11.2%
COc1ccc(NC(=O)C2CCCN(S(=O)(=O)c3c(C)n[nH]c3C)C2)c(OC)c1 (stereo unspecified)	-8.0%	-2.5	-2.4%	-0.5%	-9.6%	5.4	12.1	-0.1%	35.7[activator]	30.3	4.8%

Source: PubChem (National Center for Advancing Translational Sciences (NCATS))

Not all compounds are listed; the hit share may differ from the screen's.
